# TDP1 block: TDP1 (human) enzyme inhibition; Q9NUW8; recombinant TDP1, AlphaScreen DNA substrate cleavage; Potency, µM (titrated, usually from 130 µM), for the others: at the top dose activity change, negative = inhibition, most hits filed as inhibitors; actives 0.28% (n = 350,000); AID 485290; note: nearly all actives have a fitted effect of over 40% in size
# Target sequence (Q9NUW8 whole entry, looked up): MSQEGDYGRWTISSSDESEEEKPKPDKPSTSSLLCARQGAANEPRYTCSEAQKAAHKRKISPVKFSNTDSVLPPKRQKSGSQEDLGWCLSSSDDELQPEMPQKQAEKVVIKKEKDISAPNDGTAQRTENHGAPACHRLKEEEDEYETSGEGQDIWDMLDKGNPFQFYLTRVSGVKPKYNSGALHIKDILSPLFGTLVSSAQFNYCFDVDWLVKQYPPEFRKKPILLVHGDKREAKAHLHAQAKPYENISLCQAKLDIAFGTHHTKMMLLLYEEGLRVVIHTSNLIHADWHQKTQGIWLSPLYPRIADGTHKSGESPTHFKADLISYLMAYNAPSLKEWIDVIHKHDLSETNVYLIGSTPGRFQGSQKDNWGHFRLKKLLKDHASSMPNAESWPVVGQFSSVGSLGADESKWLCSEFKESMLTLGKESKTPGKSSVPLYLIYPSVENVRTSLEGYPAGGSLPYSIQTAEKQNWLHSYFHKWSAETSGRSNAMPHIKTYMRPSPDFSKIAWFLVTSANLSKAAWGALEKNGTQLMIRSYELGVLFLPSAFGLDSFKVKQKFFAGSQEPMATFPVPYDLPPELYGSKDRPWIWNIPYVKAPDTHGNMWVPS
#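 Enzyme-compound mixtures sat 15 min at room temperature, followed by a 5 min reaction with 15 nM final substrate and 10 min with AlphaScreen beads. Recombinant human Tdp1 was used at 1 nM final.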
# TDP1 cell CPT: DT40-hTDP1 cell growth loss with CPT; actives 12% (n = 420,000); chicken DT40 Tdp1-/-;hTDP1 cells + 20 nM CPT, ATP luminescence, 48 h; Potency, µM (doses to about 46.2 µM), without a hit: at the highest dose activity change, negative = growth inhibition, hits mostly inhibitors; note: nearly all actives have a fitted effect of over 55% in size
#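 Chicken DT40 Tdp1-/- cells stably complemented with human TDP1 were seeded at 400 cells/well in medium containing 20 nM camptothecin, exposed to pin-transferred compounds, and grown at 37 °C for at least 48 hr. Viability was read as ATP luminescence.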
# TDP1 cell noCPT: qHTS for Inhibitors of human tyrosyl-DNA phosphodiesterase 1 (TDP1): qHTS in cells in absence of CPT; DT40 Tdp1-/- hTDP1 cells, no CPT, ATP luminescence, 48 h; Potency, µM (highest dose often 46.2 µM), inactives show at the top dose activity change, negative = growth inhibition, most hits filed as inhibitors; actives 15% (n = 420,000); note: nearly all actives have a fitted effect of over 55% in size
#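 Stably hTDP1-transfected Tdp1-null chicken DT40 cells were treated with library compounds minus camptothecin and grown for at least 48 hr at 37 °C, after which cellular ATP was quantified by luminescence.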
# Numbers without * were called inactive; u = inconclusive; x = no result given; & = joins results of further samples; [ ] = remark or other dose. Calls come from the whole dose curve; as a rule, active = well fitted curve in the direction sought with a large enough effect; inconclusive = small, poorly fitted or top-dose-only effect, or another doubt; inactive = no such curve, though single readings can be large; an effect the other way counts as inactive or inconclusive. % is set by controls: 0 for no effect and ±100 for the full control effect; potency is the fitted concentration of half-maximal effect.
canonical_smiles	TDP1 block	TDP1 cell CPT	TDP1 cell noCPT
O=C1NC(=O)C(=Cc2ccc(Sc3ccccc3)o2)C(=O)N1	-10%	u	15µM*
CN1C(=O)C(C2CCCCC2)C(=O)N(C)C1=O	x	-4%	-11%
COC(=O)CCCCC1SCC(NC(=O)c2ccccc2)C1Cl (stereo unspecified)	0%	-8%	6%
COc1ccc(CCNCc2ccccc2)cc1	x	-10%	u
Cc1cc(C)c(N=Cc2c(O)[nH]c(=O)[nH]c2=O)c(C)c1	x	9%	3%
CN1C(=O)/C(=C/C=C/c2ccco2)C(=O)NC1=S	x	u	u
CC(=O)c1ccc(S(=O)(=O)N2CCN(c3nc4c(C)c(C)ccc4cc3C#N)CC2)cc1	x	7.1µM*	13µM*
Cc1ccc(-n2c(O)c(/C=N/NC(=O)c3ccncc3)c(=O)[nH]c2=O)cc1	0%	-3%	-2%
CCSc1nnc(C(N)Cc2ccccc2)o1 (stereo unspecified)	3%	-12%	-6%
CCOC(=O)C1(c2ccccc2)CCN(CCC(=O)Nc2ccc(F)cc2)CC1	0%[56.1 µM]	u	u
C[C@]12CCC3C(CC[C@H]4C[C@H](O)[C@H](O)C[C@]34C)C1CC[C@@H]2O (stereo partly specified)	x	21µM*	u
O=C1CCCN1C(=O)c1cncc(Br)c1	-4%	-13%	3%
CCC(=O)OC1(c2ccccc2)C(C)CN(C)CC1C (stereo unspecified)	-1%	-2%	-20%
O=C(/C=C/c1ccccc1)NCCc1cnc[nH]1	6%	-11%	u
COc1ccc(C2SCC(=O)Nc3c2c(C)nn3-c2ccccc2)cc1OC (stereo unspecified)	2%	-18%	1%
COc1ccccc1OCC(=O)N1CCN(Cc2ccc3c(c2)OCO3)CC1	-3%	-5%	-5%
O=C(NCc1ccc(Cl)cc1)C1CCN(C(=O)c2cnn(-c3ccccc3)c2-n2cccc2)CC1	0%	15µM*	10µM*
C[C@@H]1CN([C@H](C)CO)C(=O)CCCn2nncc2CO[C@@H]1CN(C)C(=O)Oc1ccccc1	x	u	-18%
Nc1cccc2c1Cc1cc([N+](=O)[O-])ccc1-2	x	5%	7%
CC(=O)C1C(=O)NC23CCCCC2C1c1ccccc1O3 (stereo unspecified)	2%	-4%	-4%

# A run of entries from the list above:
canonical_smiles	TDP1 block	TDP1 cell CPT	TDP1 cell noCPT
O=C(NCc1ccc(Cl)cc1)C1CCN(C(=O)c2cnn(-c3ccccc3)c2-n2cccc2)CC1	0%	15µM*	10µM*
C[C@@H]1CN([C@H](C)CO)C(=O)CCCn2nncc2CO[C@@H]1CN(C)C(=O)Oc1ccccc1	x	u	-18%
Nc1cccc2c1Cc1cc([N+](=O)[O-])ccc1-2	x	5%	7%
CC(=O)C1C(=O)NC23CCCCC2C1c1ccccc1O3 (stereo unspecified)	2%	-4%	-4%

# Next section:
canonical_smiles	TDP1 block	TDP1 cell CPT	TDP1 cell noCPT
CCOC(=O)C(O)(c1ccc(NC(=O)NC)cc1)C(F)(F)F (stereo unspecified)	x	-10%	-6%
O=c1[nH]c(=S)n(CCC2=CCCCC2)c(O)c1C=NCCCn1ccnc1	9%	4%	-11%
CN(C)C(=O)Oc1ccc(-c2cn3cc(C(F)(F)F)ccc3n2)cc1	-1%	3%	-15%
CC(=O)c1ccc(Oc2nc(C)nc3c2oc2ccccc23)cc1	0%	u	u
Cc1ccc(-c2cn3c(=S)[nH]nc3s2)cc1	3%	-27%	u
Cc1ccc(C)c(CN2C(=O)c3ccccc3S(=O)(=O)c3ccc(C(=O)N4CCCCCC4)cc32)c1	-3%	u	u
CCCc1cc(N2CCN(c3ccc(OC)cc3)CC2)n2cnnc2n1	-2%	16µM*	12µM*
Cc1cc(C(=O)N=Nc2c(O)n(C)c3ccccc23)c(C)o1	0%	-10%	u
COc1ccc(-c2nn(CCC#N)cc2C(=O)Nc2ccccc2Br)cc1	x	-1%	u
O=C(COc1ccccc1[N+](=O)[O-])N1CCN(CCc2ccncc2)CC1	1%	-16%	u
O=C(O)c1cccc2nc3ccccc3nc12	6%	u	u
O=C1CN=C(c2cccc(Br)c2)c2cc(Br)ccc2N1	x	-4%	16µM*
COP(N)(=O)SC (stereo unspecified)	8%[56.1 µM]	0%	-3%
O=[N+]([O-])c1ccc(N2CCNCC2)cc1Sc1ccccn1	11%	-19%	-22%
CCCCn1c(O)c(C(C)=NCCc2ccccc2)c(=O)[nH]c1=O	3%	u	u
CC(C)COc1ccc(C2(C#N)CC[N+](C)(C)CC2)cc1	-4%	-16%	-24%
CNCCc1nc(N)n[nH]1	0%	-6%	23%
Cc1ccccc1-n1c(O)c(C=Nc2ccc(N(C)C)cc2)c(=O)[nH]c1=O	0%	23µM*	18µM*
Nc1ccc(Sc2ccc(N)cc2)cc1	17%	-16%	u
C[C@@H]1OC(OC2C(OC3CC[C@@]4(C)C5CC=C6C7CC(C)(C)CC[C@@]7(C(=O)O)CCC6(C)C5(C)CCC4[C@]3(C)CO)OCC(O)C2O)C(O)C(O)C1O (stereo partly specified)	5%[56.1 µM]	u	16µM*
Cc1ccc(-c2nc(S(=O)(=O)c3ccccc3)c(SCC(=O)NC3CCCCC3)o2)cc1	-3%	13µM*	u
O=C(c1cc2c(s1)-c1ccccc1OC2)N1CCC2(CC1)OCCO2	3%	u	u
CCc1ccc(-n2c(SC(CC)C(=O)N(CC)CC)nc3n[nH]c(C)c3c2=N)cc1 (stereo unspecified)	3%	2.6µM*	2.6µM*
COC(=O)C1=CO[C@@H](C)[C@@H]2CN3CC[C@@]4(C(=O)Nc5ccccc54)[C@@H]3C[C@H]12	-1%	24%	3%
CNC(=O)Oc1ccccc1OC(C)C	4%	u	-11%&-11%
CCCCCc1nc2c(c(=O)c3ccccc3n2C)c(=O)n1C1CCCCCC1	3%	21µM*	18µM*
Cc1cc(OCC(=O)N2CCC(C(N)=O)CC2)c2c3c(c(=O)oc2c1)CCCC3	x	23µM*	-27%
O=C1NC(=O)N(c2cccc(F)c2)C(=O)/C1=C/c1ccc(N2CCOCC2)cc1	-9%	u	-21%
Cc1nc(N2CCN(Cc3ccccc3)CC2)nc2c1C(=O)CC(C)C2 (stereo unspecified)	8%	18µM*	16µM*
O=C1/C(=C/c2ccc3c(c2)OCO3)SC(=S)N1CCC(=O)N(CCO)c1ccccc1	x	u	u
C[C@]12CC[C@H]3[C@@H](CCC4=CC(=O)CC[C@@H]43)[C@@H]1CC[C@@H]2OC(=O)CCc1ccccc1	x	13%	-17%
CN1C(=O)c2ccccc2Sc2ccc(C(=O)N3CCC4(CC3)OCCO4)cc21	4%	-22%	-3%
Cn1c(NN=O)nc2ccccc21	0%	u	u
Cc1ccc(OP(N)(=O)Oc2ccc(C)cc2)cc1	6%	15%	3%
CCCCCSc1cc(OC)c(CCNC)cc1OC	3%	16µM*	16µM*
COP(=O)(OC)c1nc(-c2cccc3ccccc23)oc1N1CCOCC1	4%	-15%	18µM*
COCCNC(=O)N1[C@H]2CC[C@@H]1C(C(=O)OC)=C(c1cccc(C#N)c1)C2	0%	-2%	-5%
Cc1cc(C)cc(N2C(=O)NC(=O)/C(=C\c3cc(C)n(C)c3C)C2=O)c1	0%	0%	2%
CC1=C2[C@@H]3OC(=O)[C@H](C)C3CC[C@@]2(C)C=CC1=O (stereo partly specified)	x	4%	-25%
COc1ccc([C@@H](O)[C@@H](N)c2ccccc2)cc1	x	15%	-15%

# Other entries.
Compound,TDP1 block,TDP1 cell CPT,TDP1 cell noCPT
Cc1ccc(-n2c(-c3cccs3)nc3ccccc3c2=O)cc1,5%,9.2µM*,12µM*
Cc1ccccc1OCCCn1cc(C(=O)C(=O)N2CCOCC2)c2ccccc21,3%,u,u
NC(=O)C(c1ccccc1)(c1ccccc1)[C@@H]1CCN(CCc2ccc3c(c2)CCO3)C1,x,u,19µM*
COc1cc2c(cc1OC)CC[N+](C)=C2,6%,-6%,6%
O=C(/C=C/c1ccc(Cl)cc1)NC(=S)N1C[C@H]2C[C@H](C1)c1cccc(=O)n1C2,x,3%,-6%
C=CCN1C(=O)NC(=O)/C(=C/c2cnc(SC)nc2)C1=O,-5%,-11%,-14%
CC/C(=C\C=C\[C@@H]1C=C[C@@H]2CCC[C@H]2[C@@H]1C(=O)c1ccc[nH]1)[C@@H]1O[C@@H]([C@@H](C)C(=O)O)CC[C@@H]1C,2%,7.3µM*,5.8µM*
O=C(NCc1ccccn1)c1ccccc1Cl,9%,0%,-17%
Cc1cccc(NC(=O)Cn2cc(C(=O)c3ccccc3)c3ccccc32)c1C,2%,u,u
CCCCCCn1c(=O)c(C(=O)Nc2ncccc2C)c(O)c2ccccc21,x,4.1µM*,1.6µM*
O=[N+]([O-])c1cc(I)c(O)c(I)c1,2%,8%,u
CC/C=C/CC(=O)N[C@@H](c1ccccc1)[C@@H](O)C(=O)O[C@H]1C[C@@]2(O)[C@@H](OC(=O)c3ccccc3)C3[C@](C)(C(=O)[C@H](OC(C)=O)C(=C1C)C2(C)C)[C@@H](O)C[C@H]1OC[C@@]31OC(C)=O (stereo partly specified),x,0.021µM*,0.18µM*
COc1ccc(CC[n+]2cc(/N=C(\C)[O-])on2)cc1OC,-2%,-9%,-4%
CC1CCC(N(C)C2CCN(C)CC2)CC1 (stereo unspecified),5%,-14%,-19%
O=C(CNS(=O)(=O)c1cccs1)N1CCC2(CC1)OCCO2,0%,-7%,-19%
CC[C@@]1(C(=O)OC)N[C@H](CN(C)C(=O)c2ccc(C(C)(C)C)cc2)[C@@H]2C(=O)N(Cc3ccccc3)C(=O)[C@@H]21,2%,u,16µM*
CCCCC(=O)N/N=C/c1c(O)n(-c2cccc3ccccc23)c(=O)[nH]c1=O,8%,5%,-28%
CC(=O)c1cn(CC(=O)NCCc2c[nH]c3ccccc23)c2ccccc12,x,16µM*,23µM*
CN1C(=O)C(=Cc2ccc(N3CCOCC3)o2)C(=O)N(C)C1=O,3%,-12%,-8%
O=C(CCCOc1ccc(Cl)cc1Cl)Nc1cc(S(=O)(=O)N2CCOCC2)ccc1N1CCOCC1,x,u,u

# Reprinted at random: three records from the list
Compound,TDP1 block,TDP1 cell CPT,TDP1 cell noCPT
Cc1cccc(NC(=O)Cn2cc(C(=O)c3ccccc3)c3ccccc32)c1C,2%,u,u
CN1C(=O)C(=Cc2ccc(N3CCOCC3)o2)C(=O)N(C)C1=O,3%,-12%,-8%
O=C(CCCOc1ccc(Cl)cc1Cl)Nc1cc(S(=O)(=O)N2CCOCC2)ccc1N1CCOCC1,x,u,u

# Later entries
Compound,TDP1 block,TDP1 cell CPT,TDP1 cell noCPT
COc1cc2ccc(=O)oc2c2ccoc12,-3%[56.1 µM],-16%&-2%,-2%&-2%
Cc1cc(C=C2C(=O)NC(=S)NC2=O)c(C)n1-c1ccc2c(c1)OCO2,4%,u,u
CCN(CC)S(=O)(=O)c1ccc2c(c1)c(=O)c(C(=O)NCc1ccccc1OC)cn2C,2%,23µM*,18µM*
Cc1nc2cc(C(F)(F)F)ccc2n1C1CCN(Cc2nnnn2CCc2ccccc2)CC1,5%,18µM*,13µM*
O=C(COC(=O)Cc1ccccc1)Nc1cc(S(=O)(=O)N2CCCCC2)ccc1Cl,-4%,-7%,-18%
N#CC(C#N)=NNc1ccc([N+](=O)[O-])cc1,9%,21µM*,23µM*
CC(Cc1ccccc1)NC(=O)c1ccc(N)cc1 (stereo unspecified),x,9%,-8%
CN1CC2=CC(O)CC3Oc4c(O)ccc(c4[C@]23C)C1 (stereo partly specified),x,31%[activator],-4%
COc1cc(/C=C/[N+](=O)[O-])ccc1O,5%,8.2µM*,9.2µM*
Cc1c(Cl)cccc1NC(=S)N1CC2CC(C1)c1cccc(=O)n1C2 (stereo unspecified),6%,-13%,6%
CC(C)C(O)(C(=O)OC[C@@H]1CC[N+]2([O-])CCCC12)C(C)O (stereo partly specified),0%,-5%[9.04 µM],5%[9.04 µM]
O=[N+]([O-])c1ccc(Oc2ccc(N=C=S)cc2)cc1,x,u,12µM*
Cn1c(O)c(Cc2cccc(Cl)c2Cl)c(=O)n(C)c1=O,x,-7%,11%
COc1ccc(C(c2nnnn2C2CCCC2)N2CCC3(CC2)C(=O)NCN3c2ccccc2)cc1 (stereo unspecified),x,u,u
O=C(Nc1ccccc1OC(=O)N1CCOCC1)N1CCOCC1,1%,2%,2%
COc1cccc(C(c2nnnn2-c2ccc3c(c2)OCCO3)N2CCC3(CC2)C(=O)NCN3c2ccccc2)c1OC (stereo unspecified),x,u,16µM*

# Not all compounds are listed (hit frequency here may not be typical).
